thrombin 1536 – thrombin (human) inhibition. alpha-thrombin, Boc-VPR-AMC fluorogenic substrate cleavage. inhibition, % at 5 µM. AID 1046. P00734. 0.26% of 220,000 active;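 active = inhibition at or above 40%; inactive = inhibition below 40%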;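 also: 0% = enzyme with no compound and 100% = wells without enzyme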
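System – human alpha-thrombin protein · Reagent – Boc-VPR-AMC substrate, 15 µM final · Compound – 5 µM single dose in 0.2% DMSO · Schedule – reaction at room temperature · Technique – AMC fluorescence at 355 nm excitation and 460 nm emission · Read-out basis – % inhibition relative to enzyme controls and enzyme-free blanks · Control set – no-compound enzyme wells and no-enzyme blanks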
Hck Nef HTS – blocks Nef-activated human Hck kinase; P08631; Recombinant Hck-YEEI plus Nef, Z-Lyte FRET kinase assay; inhibition, % at 20 µM; 0.68% of 220,000 active;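 active = Hck-Nef kinase inhibition above about 50%, limit read from the data; inactive = inhibition below that limit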;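 also: 0% = DMSO with Hck plus Nef and 100% = Hck alone without Nef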
KLK5 inh – kallikrein 5 (human) inhibition; AID 873; Q9Y337; 0.59% of 210,000 active; inhibition, % at 5 µM; recombinant hK5, fluorogenic AMC substrate cleavage;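 active = inhibition of 40% or more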;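 also: 0% = enzyme controls without compound and 100% = no-enzyme blanks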
Target sequence (Q9Y337 67-293 limits assumed): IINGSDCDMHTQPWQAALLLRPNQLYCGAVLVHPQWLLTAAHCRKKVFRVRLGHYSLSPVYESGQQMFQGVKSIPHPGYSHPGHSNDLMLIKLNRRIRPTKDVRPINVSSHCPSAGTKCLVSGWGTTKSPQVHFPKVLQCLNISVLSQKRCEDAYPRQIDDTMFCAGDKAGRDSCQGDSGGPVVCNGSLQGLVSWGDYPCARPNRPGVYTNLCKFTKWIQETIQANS
Rad51 HR inh – blocks human Rad51 in homologous recombination. Q06609. hRad51 DNA strand exchange, fluorescence dequenching. inhibition, % at 10 µM. 0.085% of 200,000 active;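 active = inhibition above 40% at the single screening dose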;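 also: 0% = DMSO control wells and 100% = blanks with heterologous ssDNA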
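Test system: preformed human Rad51 ssDNA filaments. Compound dosing: single dose, 10 µM final compound. Incubation: filaments 15 min 37 °C, then compound 30 min. Technique: FRET fluorescence dequenching, excitation 485 nm, emission 520 nm. Read-out basis: percent inhibition from fluorescence, normalised to plate control and blank means. Benchmarks: plate controls and plate blanks.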
TNF necrop inh – inhibitors of TNF-alpha induced necroptosis in Jurkat FADD-/- cells. Jurkat FADD-/- TNF necroptosis rescue, ATP luminescence, 24 h; 0 = TNF only, 100 = no-TNF cells. activation (protection from cell death), % at 10 µM. 0.068% of 220,000 active. AID 463075;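 active = activation, meaning protection from cell death, of at least 50% relative to plate controls; inactive = activation below 50%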;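 also: necroptosis triggered by 40 ng/mL TNF-alpha added together with compound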
Cl transport mod – modulates chloride dependent transport by human KCC2; 2.2% of 190,000 active; Q9H2X9; B-score of Tl+ flux slope (higher = more flux/activation; lower = inhibition) at 10 µM; KCC2 cells, thallium flux FluoZin-2 fluorescence;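 active = thallium flux slope and its plate-corrected score both differing from the plate sample mean at a set confidence after two filtering rounds, in either direction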;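 also: slope of fluorescence scaled to starting intensity during 10 to 20 s after thallium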
zVAD death inh – blocks zVAD induced death of L929 cells; L929 zVAD necroptosis rescue, ATP luminescence, 24 h; with zVAD 60 µM; viability rescue, % at 10 µM; 0.38% of 220,000 active;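 active = activation, scaled between plate controls, above about 75%, limit read from the data; inactive = activation under that limit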;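 also: 0% = zVAD with DMSO and 100% = DMSO alone without zVAD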
FXIIa inh – factor XIIa (human) inhibition | P00748 | purified FXIIa, Boc-QGR-AMC fluorogenic substrate, 2 h | inhibition, % at 5 µM | 0.3% of 220,000 active | AID 800; in the data active = inhibition above about 40%;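 also: 0% = enzyme with no compound and 100% = blank without enzyme; many of its hits are not listed in these tables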
Target sequence (P00748 20-372 limits assumed): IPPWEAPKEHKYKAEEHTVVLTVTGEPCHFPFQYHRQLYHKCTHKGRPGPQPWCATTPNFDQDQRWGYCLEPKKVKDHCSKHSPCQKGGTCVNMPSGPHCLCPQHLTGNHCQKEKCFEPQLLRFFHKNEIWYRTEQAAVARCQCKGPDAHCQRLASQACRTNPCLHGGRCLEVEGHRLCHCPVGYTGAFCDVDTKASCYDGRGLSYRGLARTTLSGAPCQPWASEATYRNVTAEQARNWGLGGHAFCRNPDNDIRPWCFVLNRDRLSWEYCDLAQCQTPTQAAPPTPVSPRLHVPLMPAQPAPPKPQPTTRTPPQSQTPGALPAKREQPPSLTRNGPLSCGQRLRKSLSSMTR
Target sequence (P00748 373-615 limits assumed): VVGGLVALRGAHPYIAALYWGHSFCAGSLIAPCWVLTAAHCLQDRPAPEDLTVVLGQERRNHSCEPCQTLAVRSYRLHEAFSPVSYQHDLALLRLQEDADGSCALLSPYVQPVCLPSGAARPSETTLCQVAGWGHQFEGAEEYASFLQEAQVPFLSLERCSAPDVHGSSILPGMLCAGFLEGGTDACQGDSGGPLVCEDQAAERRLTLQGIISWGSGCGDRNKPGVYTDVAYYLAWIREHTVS
FXIa inh – factor XIa (human) inhibition; P03951; purified FXIa, Boc-Glu-Ala-Arg-AMC fluorogenic substrate; inhibition, % at 5 µM; 0.14% of 220,000 active; AID 798;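 active = inhibition of at least 40%; inactive = inhibition below 40%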;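 also: fluorescence of freed AMC excited at 355 nm; 0% = enzyme without compound and 100% = no enzyme blank; many of its hits are not listed in these tables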
Active calls of the source: *; x = not tested or not shown. The list is partial; rates above refer to the full screens.

SMILES	thrombin 1536	Hck Nef HTS	KLK5 inh	Rad51 HR inh	TNF necrop inh	Cl transport mod	zVAD death inh	FXIIa inh	FXIa inh
CCN(Cc1ccncc1)Cc1nc(-c2ccc(C(=O)OC)cc2)no1	-3	-3	x	x	-0.9	0.9	-1.2	13	9
COc1ccc2oc(=O)c(C(=O)N3CCN(c4ccccc4C)CC3)cc2c1	-1	0	0	8	-1.2	0.59	-0.1	13	3
Cc1nn(-c2ccc(C(=O)O)cc2)c(N)c1-c1ccccc1	-6	2	-13	x	0.6	x	3.5	-1	-16
Cc1nc(NCC2CCCO2)c2nnn(Cc3ccccc3)c2n1 (stereo not drawn)	0	3	-9	x	0.2	1.1	-0.1	14	2
CC1(C)CC(=O)C=C(N2CCNCC2)C1	-1	0	-8	-2	-2.6	1.2	-0.2	14	1
CCc1c(C)sc(NC(=O)c2noc(C)c2[N+](=O)[O-])c1C#N	1	4	-3	-4	-1.9	-0.083	-0.2	7	0
CC(NC(N)=O)C(=O)NCC(=O)OCc1ccccc1 (stereo not drawn)	-3	22	-2	-4	1.0	1	0.6	3	-20
Cn1c(=O)c2c(nc(SCC(=O)NC34CC5CC(CC(C5)C3)C4)n2C)n(C)c1=O	-3	1	-1	-3	1.8	0.59	0.1	13	0
Cc1ccc(NC(=O)c2ccc(-c3nn(C)c(=O)c4ccccc34)cc2)c(C)c1	-15	-18	-1	8	-2.2	-0.61	1.1	-8	-5
O=C(NCc1ccc2c(c1)OCO2)c1cc(S(=O)(=O)N2CCCCC2)ccc1F	7	-1	-3	x	2.2	-0.61	1.2	6	1
NC(=O)C1CCN(C2OC(=O)c3ccccc32)CC1 (stereo not drawn)	1	0	-21	-7	0.0	x	0.9	21	7
O=C(N/N=C/c1ccccn1)c1ccc2nc[nH]c2c1	-8	3	16	8	1.1	0.51	1.2	-1	-9
O=C(NC(=S)Nc1ccc2c(c1)OCCO2)c1ccccc1	1	0	-6	-4	-4.6	x	-0.5	11	1
Cc1nn(-c2ccccc2)nc1C(N)=O	-7	16	-4	17	0.1	x	0.1	2	3
O=S(=O)(c1ccc2ccccc2c1)n1cnc2ccccc21	-3	1	-30	-8	0.7	-0.14	0.4	10	-4
CC(C)(C)OC(=O)CNC(=O)c1[nH]cnc1C(=O)Nc1ccc(CNC(=O)OC(C)(C)C)cc1	-6	20	-6	-7	-15	-1.3	0.4	3	-4
COc1ccc(C2NCCc3c2[nH]c2ccccc32)cc1CSc1nc2ccccc2s1 (stereo not drawn)	1	6	-11	-5	9.8	0.41	2.8	7	6
Cc1c(C(=O)NCCCN2CCOCC2)sc2ncnc(N3CCN(c4ccccc4)CC3)c12	1	2	3	-2	-5.3	-0.64	3.1	16	3
O=C(NCC(c1cccnc1)N1CCOCC1)Nc1ccccc1 (stereo not drawn)	-6	2	23	-2	0.0	x	1.8	4	-4
COCC(C)n1c(C)cc(C(=O)COc2ccc(S(=O)(=O)N3CCOCC3)cc2Cl)c1C (stereo not drawn)	-1	-2	-13	-4	0.1	0.086	-0.3	15	2
COCCCNC(=S)NC1CC2CCCC(C1)N2Cc1ccco1 (stereo not drawn)	-6	-1	-16	-2	-1.5	x	-0.5	20	15
COc1ccc2c(c1)C(=O)C(=O)N2	-3	2	6	-6	1.0	-0.46	1.8	14	-2
CCOc1ccc(/C=C(/NC(=O)c2ccccc2Cl)C(=O)O)cc1	x	14	-7	5	1.0	-0.36	0.7	2	-2
CCOc1cc(C(=O)OCC(=O)c2c(C)[nH]c3ccccc23)ccc1OCC(=O)N1CCOCC1	0	3	-22	-1	-5.5	0.05	0.2	10	1
CC(C)(C)c1ccc(C(=O)Nc2cccc([N+](=O)[O-])c2)cc1	1	6	-8	10	0.1	0.053	18	13	12
O=C(c1cn(-c2ccccc2)nc1-c1ccc(Br)cc1)N1CCOCC1	-1	6	-14	x	-0.1	0.0093	0.4	8	4
COc1cc(NC(=O)c2cc([N+](=O)[O-])ccc2Br)ccc1NC(=O)c1ccco1	-5	5	-15	-2	-1.1	-1.1	19	9	4
CCN(CC)P1(=O)OC(c2cc(OC)c(OC)c(OC)c2)=Nc2c1c(C)nn2-c1ccccc1 (stereo not drawn)	3	1	-30	-1	-11	-0.063	-0.3	20	9
Cc1ccc(S(=O)(=O)N(C)CCCC(=O)N2CCOCC2)cc1	-4	1	-27	-1	-1.9	0.14	-0.4	9	1
CCOC(=O)C1CCCCN1Cc1ccc(C(F)(F)F)cc1 (stereo not drawn)	-7	-16	-28	-13	0.4	0.052	-0.8	-2	5

2 compounds drawn at random from those above, as already listed:
SMILES	thrombin 1536	Hck Nef HTS	KLK5 inh	Rad51 HR inh	TNF necrop inh	Cl transport mod	zVAD death inh	FXIIa inh	FXIa inh
COCCCNC(=S)NC1CC2CCCC(C1)N2Cc1ccco1 (stereo not drawn)	-6	-1	-16	-2	-1.5	x	-0.5	20	15
CC(NC(N)=O)C(=O)NCC(=O)OCc1ccccc1 (stereo not drawn)	-3	22	-2	-4	1.0	1	0.6	3	-20

(cont.)
SMILES	thrombin 1536	Hck Nef HTS	KLK5 inh	Rad51 HR inh	TNF necrop inh	Cl transport mod	zVAD death inh	FXIIa inh	FXIa inh
CCOc1ccc2c(c1)C(c1ccc(C)cc1)=NNC(c1ccc(OC)cc1)=N2	5	-1	-2	-4	0.8	0.02	0.1	18	8
Cc1cc(C)nc(N2CCCC(C(=O)NNC(=O)c3ccncc3)C2)n1 (stereo not drawn)	1	12	2	-35	1.0	-0.017	0.2	8	2
CC(=O)Nc1ccccc1-c1nc2ccccc2nc1OCC(=O)c1ccc(Cl)cc1	-8	4	-9	-6	0.0	-0.11	-0.6	17	6
CN1CCN(C(=O)c2ccc(C3SCC(=O)N3Cc3ccco3)cc2)CC1 (stereo not drawn)	4	1	-24	3	-2.2	-0.67	0.3	16	3
CS(=O)(=O)c1ccc(Cl)c(NC(=O)Nc2ccccc2)c1	-7	15	16	-12	3.5	-0.056	2.8	-2	-4
CCCN1C(=O)/C(=C/c2ccc(OCC(=O)OCC)cc2)NC1=S	4	-3	-18	9	-0.2	-2.3	1.6	3	-2
N#CCCn1nnc2ccccc21	-4	0	-5	1	-1.9	-0.15	0.7	14	-4
CSc1nc2sc3c(c2c(=O)n1C1CCCCC1)CCN(C)C3	-1	5	-2	2	-0.3	0.32	0.5	16	3
COC(=O)[C@H](Cc1c[nH]c2ccccc12)NC(=O)Nc1ccccc1OC	-6	13	6	24	0.0	-0.68	0.2	-3	-11
CCCc1cc2c(cc1NC(=O)c1ccc(C)cc1)OCO2	3	0	8	-11	-0.4	-0.5	0.2	10	6
Cn1cc(C(=O)C(F)(F)F)c2ccccc21	0	1	-8	1	-5.3	-0.67	0.9	6	-4
c1nc(N2CCOCC2)c2sc3nc(N4CCOCC4)c4c(c3c2n1)CCCC4	x	6	x	x	-3.0	-0.28	-0.7	x	x
O=S(=O)(Nc1nc2ccccc2nc1Cl)c1ccc2ccccc2c1	-8	3	-20	-1	1.1	-3.7	1.2	10	4
O=C1CCCN1CN(C(=O)c1ccc2c(c1)OCO2)c1ccc(F)cc1	2	1	7	9	-0.2	x	1.6	10	-14
Cc1ccc(NC(=O)CN2CCc3ccccc3C2)cc1F	-7	10	-3	-3	1.7	1.5	0.2	-1	-7
COc1ccc(NC(=O)C(=O)NCc2ccncc2)c(OC)c1	0	-1	4	0	-2.7	-0.36	-0.3	25	17
Cc1ccc2oc(=O)c3cc(C(=O)NCc4ccco4)sc3c2c1	7	11	-4	-3	1.1	x	3.9	8	3
O=C(Cc1cccc2ccccc12)N/N=C1\CCCc2ccccc21	-2	-21	3	-1	-1.8	0.29	0.8	7	-2
O=C(c1ccc(F)cc1)C1CCN(C(=S)Nc2ccccc2)CC1	1	-1	1	-2	-4.4	-0.49	-0.1	-4	5
Cn1cc(C(=O)Nc2ccc3c(c2)CCC3)cn1	2	5	-7	-39	2.1	-0.24	x	14	3
O=C(Cn1nnc(-c2ccccc2)n1)c1ccccc1	3	-10	-18	1	5.4	0.9	-0.5	12	1
CCc1c(C)nc2[nH]nc(-c3ccccc3)n2c1=O	0	2	-4	1	-1.0	-0.49	1.1	18	-3
COC(=O)NNS(=O)(=O)c1ccc(C)cc1	-4	2	-13	-2	0.6	0.29	0.8	14	4
S=C(NCCC(c1ccccc1)c1ccccc1)Nc1cccc(Cl)c1	1	0	-14	-13	-6.6	0.082	-0.1	-3	0
CC/C(=N\O)c1c(O)c2c(n(-c3ccccc3)c1=O)CCCC2	-3	2	-11	-9	-0.1	x	0.4	16	1
CC(C)c1ccc(Nc2nnc(SC3CCOC3=O)s2)cc1 (stereo not drawn)	-8	0	-2	-2	2.1	-3.6	1.6	5	1
CCOC(=O)c1c(NC(=O)CSc2nnc(CNc3ccc(C)cc3C)o2)sc(C)c1C	1	-7	4	4	-0.8	-1.8	-0.4	9	-2
O=[N+]([O-])C(=C1Nc2ccccc2N1)/C(Cl)=C(/Cl)Br	-2	5	-9	x	-6.4	-0.83	x	9	2
COc1ccc2[nH]c(=O)c(CN(Cc3cccnc3)C(=S)NCC3CCCO3)cc2c1 (stereo not drawn)	2	16	-5	29	2.1	-0.68	7.0	2	-5
CCOC(=O)c1cnc2c(C)cccc2c1Nc1cccc(C(=O)O)c1	-2	11	2	18	2.1	-1.4	0.1	5	14
CCOc1ccccc1NC(C)C(=O)Nc1cc(C(F)(F)F)ccc1N1CCOCC1 (stereo not drawn)	-5	-1	1	0	2.2	-1.6	0.6	4	3
O=[N+]([O-])c1c(NCCCO)cc(Sc2nc3ccccc3s2)c2nonc12	5	-1	5	x	-23	3.2*	1.0	12	4
C#Cc1ccc([C@H]2C=C(C(=O)Nc3ccccc3)O[C@@H](OCc3ccc(CO)cc3)C2)cc1	-3	21	0	5	4.0	0.99	-1.2	5	0
COc1ccc(-c2[nH]ncc2CNC(C)c2ccccc2Cl)cc1F (stereo not drawn)	-13	22	-3	3	2.6	1.4	2.7	7	-7
Cc1ccc(C(=O)Nc2ccc(NC(=O)c3cccs3)cc2)cc1[N+](=O)[O-]	-1	17	1	6	2.3	-1.3	-0.3	1	-4
CN(c1ccccc1)S(=O)(=O)c1cccc(NC(=O)c2cc3ccccc3oc2=O)c1	-2	15	2	-5	1.2	-0.039	0.1	3	-1
Fc1ccc(CNC(=S)Nc2cccc(C(F)(F)F)c2)cc1	-1	5	7	6	1.8	0.051	-0.2	6	5
Cc1ccc(C)c(NC(=O)CN2C(=O)CNC2=O)c1	-4	6	-8	8	1.6	-0.019	0.5	4	-5
Nc1nnc(CC(=O)N/N=C/c2ccccc2OCc2ccccc2F)s1	-3	13	4	22	-2.0	-1.1	0.5	4	-6
CCOC(=O)C1CN(S(C)(=O)=O)c2cc(CC(=O)OC)ccc2O1 (stereo not drawn)	-4	14	2	4	1.3	0.066	0.6	10	-1

Screening results deposited in PubChem by several laboratories.
